From PubChem BioAssay
S3 lipid droplet: qHTS Assay for Lipid Storage Modulators in Drosophila S3 Cells; Drosophila S3 cells, BODIPY lipid droplet fluorescence, 18-24 h; cells fed with added oleic acid; lipid storage change, negative = inhibition, % at the top dose, mostly 46.1 µM; hits show Potency in µM; 0.64% of 320,000 active; active = well fitted inhibition curve with a large enough effect in the signal ratio, with a control signal flat, not every such curve was filed as active; inconclusive = small, poorly fitted or top-dose-only effect, or effect the other way, or a change in a side signal; the % refers to the signal ratio
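Drosophila S3 cells got compounds at several concentrations plus oleic acid (400 uM solution). Laser-scanning cytometry with 488 nm excitation read lipid droplets at 500-530 nm and cells at 575-640 nm. Percent activity was relative to 20 uM Triacsin C.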
S3 lipid droplet cell count max: second read-out of S3 lipid droplet, no call of its own (marks repeat the call); cell number change, %; measured here: cell count max response;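 cells counted by Cell Tracker Red CMTPX staining in the red channel; peak over a dose series mostly up to 46.1 µM; percent activity relative to internal control wells on each plate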
Starred values were filed as active, the others as inactive; i = inactive; ? = inconclusive; / = not tested or not shown. % is scaled to controls: 0 for no effect and ±100 for the full control effect; potency is read from the fitted curve at half-maximal effect. Some of the compounds tested, so the mix of outcomes need not match the whole.

SMILES	S3 lipid droplet	S3 lipid droplet cell count max
CC1CCCCN1C(=O)COC(=O)c1cc([N+](=O)[O-])ccc1N (stereo not given)	?	/
O=C(c1ccccc1)N(C1=NCCCCS1)c1ccccc1	?	/
Cc1cc(Nc2ccccc2O)c2ccccc2n1	-1.1%	0.6
C=CCOC(=O)C1=C(C)OC(N)=C(C#N)C1c1ccc2c(c1)OCO2 (stereo not given)	?	/
Cc1ccc(CNC(=O)[C@H](C)[C@H]2C[C@]2(C)[C@H](NC(=O)OCc2ccccc2)c2ccccc2)o1	-0.1%	8.8
O=C(Nc1ccc2c(c1)CCCN2C(=O)c1cccs1)c1c(F)cccc1F	i	-29.7
Cc1cc(=O)oc2cc(OCc3ccc(C(=O)OCC(=O)Nc4ccccc4OC(F)F)cc3)ccc12	?	/
O=C1c2ccccc2C(=O)N1CCSc1n[nH]c(=S)s1	?	/
CCOc1ccccc1NC(=O)C(=O)N/N=C/c1ccc([N+](=O)[O-])cc1	?	/
CC1(C)Cc2c(cnn2-c2ccccc2)-c2c1c1ccccc1n2CC(O)CCl (stereo not given)	?	/
COc1ccc(OC)c(CN2CCN(CCc3ccccc3)C(CCO)C2)c1 (stereo not given)	-2.2%	11.9
O=c1cc(CSc2ccc(Cl)cc2)nc(-c2ccccn2)[nH]1	?	/
COc1ccc(NC(=O)C2CCN(C(=O)Cc3ccccc3)CC2)c(OC)c1	-1.5%	-0.4
CC(=O)Nc1ccc(S(=O)(=O)Nc2nc3ccccc3nc2Nc2cccc(O)c2)cc1	?	/
S=C(Nc1ccccc1)c1ccccn1	?	6.3
O=[N+]([O-])c1ccc(N2CCOCC2)cc1SCc1ccco1	16.2%	1.6
Cc1ccc(S(=O)(=O)N(C)C)cc1NC(=S)NC1CCCC(C)C1C (stereo not given)	7.8%	8.6
CCC1C(=O)N=C(SCC(=O)Nc2ccccc2)NC1=O (stereo not given)	5.4%	7.8
CC(=O)N1c2ccc(S(=O)(=O)N3CCCCC3)cc2CC1C(=O)Nc1ccc(F)cc1C (stereo not given)	?	/
CCc1nnc(NC(=O)CSc2sc3c(O)cc(=O)[nH]c3c2C#N)s1	?	/
Fc1ccccc1N1CCN(c2cnc3ccccc3n2)CC1	?	/
O=C(Cc1ccc(Cl)cc1)Nc1ccc2oc(-c3ccncc3)nc2c1	24.7%	-21.1
COc1ccc(OC)c(N2C(N)=NC(N)=NC23CCCC3)c1	0.5%	-7.4
CC1CCN(C(=O)c2ccc(CSc3nc4ccncc4n3Cc3ccc(F)cc3)cc2)CC1	?	/
CC(=O)N1CCN=C1SCc1ccc(C(F)(F)F)cc1	?	/

One compound at a time (already shown). Screens in order: S3 lipid droplet	S3 lipid droplet cell count max
Shown for Cc1ccc(CNC(=O)[C@H](C)[C@H]2C[C@]2(C)[C@H](NC(=O)OCc2ccccc2)c2ccccc2)o1 → -0.1%	8.8
Shown for COc1ccc(OC)c(N2C(N)=NC(N)=NC23CCCC3)c1 → 0.5%	-7.4
Shown for O=C(c1ccccc1)N(C1=NCCCCS1)c1ccccc1 → ?	/
Shown for C=CCOC(=O)C1=C(C)OC(N)=C(C#N)C1c1ccc2c(c1)OCO2 (stereo not given) → ?	/
Shown for Cc1ccc(S(=O)(=O)N(C)C)cc1NC(=S)NC1CCCC(C)C1C (stereo not given) → 7.8%	8.6

Other results:
SMILES	S3 lipid droplet	S3 lipid droplet cell count max
COc1ccc(C(c2sc3ncnn3c2O)N2CCN(c3ccccc3F)CC2)cc1OC (stereo not given)	?	/
CCOC(=O)CNC(=O)C1CCC(CNS(=O)(=O)c2cccc3nsnc23)CC1 (stereo not given)	?	/
Cc1ccc(OCCNC(=O)CCNS(=O)(=O)c2ccc(C)cc2)cc1	?	/
CN1CCN(C(=O)CCc2nnc3ccc(N4CCC5(CC4)OCCO5)nn23)CC1	i	-11.2
O=C1OC(/C=C/c2ccc(Cl)cc2)=NC/1=C/c1ccco1	?	/
Cc1c(CCC(=O)N[C@@H](CCCNC(N)=O)C(=O)O)c(=O)oc2cc3oc4c(c3cc12)CCCC4	7.0%	-4.7
CCOc1ccc(CCNC(=O)CN(C)S(=O)(=O)c2cccs2)cc1OCC	?	/
CC(=O)c1sc2nc(=O)c(C)nn2c1C	?	/
COCc1cc(=O)[nH]c(SC)n1	-6.5%	0.6
Cc1oc(-c2cccs2)nc1CS(=O)CC(=O)NCc1ccc2c(c1)OCO2 (stereo not given)	?	/
N#Cc1c(NC(=O)c2nc3ncccn3n2)sc2c1CCCCC2	25.6%	/
CC(C)c1cc(CNC(=O)C2CCC(=O)N(CCc3ccc(Cl)cc3)C2)on1 (stereo not given)	i	5.3
CC(=O)CCc1oc2ccccc2c1-c1ccccc1	18.8%	14.7
COc1cc(NC(=O)COC(=O)CC(C)(C)C)c(C)cc1[N+](=O)[O-]	?	/
CCCCc1cc(=O)oc2cc(OCc3nn[nH]n3)c(Cl)cc12	14.7%	-12.4
CCn1cc(C(=O)NCC2CCCO2)c2cc(OC)c(OC)cc2c1=O (stereo not given)	?	/
Cc1ccc(C(=O)N/C(=C\c2ccc3c(c2)OCO3)C(=O)Nc2ccc(C(=O)O)cc2)cc1	?	/
COc1ccc(C2=NOC(Cn3nc(C(=O)NCc4ccc(OC(F)(F)F)cc4)cc3-c3ccccc3)C2)cc1 (stereo not given)	?	/
CCCCn1c(SCC(=O)Nc2nnc(C)s2)nc2c1c(=O)n(C)c(=O)n2C	?	/
CC(=O)Nc1nc(C(=O)O)cs1	?	/
CN(C)CCSc1nc(N)c2c3c(sc2n1)CN(C)CC3	14.4%	-2.6
CC(=O)C1=C(c2ccccc2)NC(=O)NC1c1ccccc1OCC(=O)NCc1ccccc1 (stereo not given)	?	/
COc1ccccc1N1CCN(S(=O)(=O)CCNC(=O)C2CC(=O)N(c3ccccc3)C2)CC1 (stereo not given)	i	/
COc1ccc(N2CCN(C(=S)NCc3ccccc3)CC2)cc1	?	/
Cc1ccc2nc(-c3cccs3)oc(=O)c2c1	?	/

Entries listed so far containing a CF3 group (2):
SMILES	S3 lipid droplet	S3 lipid droplet cell count max
CC(=O)N1CCN=C1SCc1ccc(C(F)(F)F)cc1	?	/
COc1ccc(C2=NOC(Cn3nc(C(=O)NCc4ccc(OC(F)(F)F)cc4)cc3-c3ccccc3)C2)cc1 (stereo not given)	?	/

More compounds:
SMILES	S3 lipid droplet	S3 lipid droplet cell count max
NC(=O)C(CC(=O)O)NC(=O)[C@@H]1CCCCNc2c(I)cc([N+](=O)[O-])cc2C(=O)N[C@@H](CO)C(=O)NCC(=O)N1 (stereo not given in full)	-4.0%	6.9
CCC(=O)NC(=S)Nc1ccc(NC(=O)c2ccc(OC)cc2)cc1	6.9%	1.4
CCN1C(=O)/C(=C2\SC(N3CCOCC3)=NC2=O)c2ccccc21	?	/
O=C(c1ccccn1)C1CCCN(Cc2nc(Cc3cccc(F)c3)no2)C1 (stereo not given)	7.3%	-3.7
COC1=CC2(O)CCCC2=CC1=O (stereo not given)	?	/
Cc1ccc(N2C(N)=NC(N)=NC2(C)C)c(C)c1	-6.1%	0.6
O=C(CSc1nnc(-c2cccc(S(=O)(=O)N3CCOCC3)c2)n1C1CCCCCC1)NCc1ccccc1	?	/
COc1nc(N)c(C#N)c(-c2ccc(N(C)CCC#N)cc2)c1C#N	?	/
Cc1ccc(C)c(Cn2c3ccccc3c3cnn(CC(=O)NCCCN4CCOCC4)c(=O)c32)c1	?	/
Cc1cc(C)cc(-c2nc(-c3ccncc3)no2)c1	?	/
COCCn1c(N)c(N(Cc2ccccc2)C(=O)c2cc3ccccc3o2)c(=O)[nH]c1=O	-20.7%	-0.9
Cc1ccc(-c2nc(-c3ccccn3)no2)cc1[N+](=O)[O-]	?	/
COc1ccc(/C=C2/Sc3ccc(C(=O)NCCCN4CCOCC4)cc3NC2=O)cc1OC	?	/
COc1ccc(OCC(=O)N2CCN(C(=O)c3ccco3)CC2)cc1	?	/
Cn1c(NC(=O)/C=C/c2ccccc2)cc(=O)n(C)c1=O	?	/
Cc1ccc(C)c(OCc2cc(C(=O)N3CCN(c4ccccc4)CC3)no2)c1	?	/
O=C(Nc1ccc(S(=O)(=O)N2CCOCC2)cc1)C1CCCCC1	i	/
CCCCN(CC)C(=O)c1ccccc1Oc1ccccc1	14.6%	21.7
Cc1ccccc1C(=O)OC1OC(=O)C(Cl)=C1Nc1ccccc1 (stereo not given)	?	/
CNS(=O)(=O)c1cccc(C(=O)OCc2cc(C(C)=O)ccc2OC)c1	?	/
O=C(c1ccc(N2CCN(C(=O)c3ccc(F)cc3F)CC2)cc1)c1cccc(F)c1	?	/
COc1ccc(C(=O)c2c[nH]c(C(=O)NCc3cccnc3)c2)cc1	5.5%	/
O=C(COC(=O)/C=C/c1cccc(C(F)(F)F)c1)NC1CCCCCC1	-1.4%	-3.7
O=C(OCCc1cc2ccccc2c(=O)o1)c1ccc(C(F)(F)F)cc1	?	/
Cc1ccn(C)c(=N)c1	5.8%	14.1
(next part)
SMILES	S3 lipid droplet	S3 lipid droplet cell count max
COc1ccc(C(CNC(=O)c2ccc(NS(=O)(=O)c3ccc(F)c(C)c3)cc2)N(C)C)cc1 (stereo not given)	i	-4.0
COc1ccc(Cc2noc(CN(C)CC3CCN(Cc4ccccc4)CC3)n2)cc1OC	?	/
COc1ccccc1NC(=O)CSc1nc(O)cc(=O)[nH]1	4.1%	-4.3
Cc1cc(N2CCN(Cc3cn(C)nc3-c3ccccc3F)CC2)cc(C)n1	?	/
Cc1c(NC(=O)CSc2nnc(Nc3ccccc3)s2)c(=O)n(-c2ccccc2)n1C	0.2%	-9.8
Cc1nc(C(=O)NNC(=O)c2ccccc2)c(C(F)(F)F)o1	0.6%	8.7
O=C(CSc1n[nH]c(-c2ccccc2)n1)Nc1ccccc1O	?	/
CCCn1c(SCC(=O)Nc2nc(C)c(C(=O)OC)s2)nnc1C(C)C	?	/
O=C(Nc1ncc([N+](=O)[O-])s1)C1COc2ccccc2O1 (stereo not given)	?	/
Cc1ccc(CNC(=O)CCC2CCCN(Cc3cccc4ncccc34)C2)o1 (stereo not given)	8.1%	-5.6
Cc1cccc(NC(=O)Nc2nnc(N3CCCCC3C)s2)c1C (stereo not given)	?	/
CCN1C(=O)c2ccccc2S(=O)c2ccc(C(=O)NCCCN3CCCC3=O)cc21 (stereo not given)	12.2%	-0.4
Cc1ccc(-n2nnnc2SCC(=O)Nc2sccc2C#N)cc1	?	/
Cc1cc(C)c2c(n1)sc1c(-c3ccccc3)c(C#N)c(N)nc12	16.6%	5.4
Cc1ccc(-c2nn(-c3cccc(F)c3)cc2CN(Cc2nccn2C)C(C)C)o1	?	/
CCC1(c2ccc(Cl)cc2)NC(=O)N(Cc2ccc(C(=O)OC)cc2)C1=O (stereo not given)	?	/
COc1ccc(OCC(=O)Nc2cc(OC)cc(OC)c2)cc1	-22.3%	12.3
C=CCn1c(CNC(=O)c2cccs2)nnc1SCC(=O)c1ccc(Br)cc1	?	/
O=C(/C=C\Nc1ccc(S(=O)(=O)Nc2ncccn2)cc1)c1cccc2ccccc12	?	/
O=C(Cn1nnc2c(cnn2-c2ccccc2)c1=O)NCc1cccs1	17.7%	8.4
Cc1ccc(NC(=O)c2cc(S(=O)(=O)NCCC3=CCCCC3)ccc2F)cc1F	?	/
CCCn1c(CCNC(=O)c2cccs2)nc2ccccc21	-16.2%	-8.6
CCC(C)(C)n1nnnc1C(C(C)C)N(Cc1ccco1)Cc1cc2cc3c(cc2[nH]c1=O)OCO3 (stereo not given)	-13.9%	6.9
COc1ncnc2c1oc1nc(CC(C)C)c3c(c12)CCCC3	8.5%	2.3
CCCc1[nH]nc2c1C(c1ccc(O)c(OC)c1)C(C#N)=C(N)O2 (stereo not given)	?	/

Reprinted from the part before: 2 compounds, then new ones.
SMILES	S3 lipid droplet	S3 lipid droplet cell count max
COc1ncnc2c1oc1nc(CC(C)C)c3c(c12)CCCC3	8.5%	2.3
CCCc1[nH]nc2c1C(c1ccc(O)c(OC)c1)C(C#N)=C(N)O2 (stereo not given)	?	/
COc1cc(C(=O)Nn2c(C)nc3ccccc3c2=O)cc(OC)c1OC	?	/
O=C(CS(=O)CC(=O)N(c1cccc(F)c1)C(C(=O)NC1CCCCC1)c1ccco1)Nc1ccc(F)cc1 (stereo not given)	?	/
Cc1cccc(C2=N/C(=C\c3cccnc3)C(=O)O2)c1	?	/
CCOc1ccc(S(=O)(=O)NCCC(=O)N2CC(C)CC(C)C2)cc1 (stereo not given)	9.0%	-17.8
O=C(NCc1ccccn1)c1cccc(NS(=O)(=O)c2cccc(F)c2)c1	?	/
COc1cc(-c2nnc3sc(-c4ccco4)nn23)cc(OC)c1OC	?	/
O=C(Nn1c(-c2ccc(F)cc2)nc2ccccc2c1=O)C1CCCCC1	?	/
COc1ccc(N2C(=O)C3CCCCC3C2=O)cc1NC(=O)c1ccccc1 (stereo not given)	-28.6%	-7.9
C=CCC1CCCCC12NC(=O)NC2=O (stereo not given)	?	/
CCOc1ccc2nc(N(CCN(CC)CC)C(=O)c3ccc([N+](=O)[O-])cc3)sc2c1	6.4%	-8.1
Cc1cccc(C(=O)NNC(=O)c2ccc(-c3ccccc3)cc2)c1	7.8%	-1.0
Cc1ccc(S(=O)(=O)N2CCOCC2)cc1NC(=O)C(c1ccc(Cl)cc1)C(C)C (stereo not given)	0.8%	7.1
COc1cccc(C=O)c1OCCCOc1cccc2cccnc12	?	/
COc1cc(C(=O)N/N=C/c2coc3ccccc3c2=O)cc(OC)c1OC	11.9%	13.2
Cc1cnc(NC(=O)Nc2ccccc2)c(C)n1	18.9%	/
O=C(COC(=O)C1CC1)Nc1nc(-c2ccc(F)c(F)c2)cs1	14.1%	24.0
